eIF4E 4G PPI: eIF4E–eIF4G protein interaction inhibitors, primary screen, biochemical, uHTS, TR-FRET, eIF4GI fragment | Eukaryotic translation initiation factor 4E (Mus musculus) + Eukaryotic translation … | TR-FRET eIF4E-eIF4GI(517-606) binding, 2 h | inhibition, % at 21.7 µM | hit rate 0.37% among 220,000;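 active = inhibition above about 30%, limit read from the data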;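 note: 0% = full FRET control wells and 100% = background wells lacking eIF4GI fragment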
NPY Y1 blocker: NPY-Y1 receptor antagonists, primary screen, cell-based; AID 1040, 2008; Neuropeptide Y receptor type 1 (Homo sapiens), P25929; HEK293-CNG Y1 cells, membrane potential fluorescence; NPY at EC95, then isoproterenol; inhibition, % at 3.6 µM; hit rate 1% among 200,000;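 active = inhibition above the campaign mean inhibition of all tested compounds plus 3 SD, cut at about 20% in these data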;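 note: 0% = DMSO wells given NPY plus isoproterenol and 100% = isoproterenol alone without NPY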
Target sequence (P25929 whole entry, looked up): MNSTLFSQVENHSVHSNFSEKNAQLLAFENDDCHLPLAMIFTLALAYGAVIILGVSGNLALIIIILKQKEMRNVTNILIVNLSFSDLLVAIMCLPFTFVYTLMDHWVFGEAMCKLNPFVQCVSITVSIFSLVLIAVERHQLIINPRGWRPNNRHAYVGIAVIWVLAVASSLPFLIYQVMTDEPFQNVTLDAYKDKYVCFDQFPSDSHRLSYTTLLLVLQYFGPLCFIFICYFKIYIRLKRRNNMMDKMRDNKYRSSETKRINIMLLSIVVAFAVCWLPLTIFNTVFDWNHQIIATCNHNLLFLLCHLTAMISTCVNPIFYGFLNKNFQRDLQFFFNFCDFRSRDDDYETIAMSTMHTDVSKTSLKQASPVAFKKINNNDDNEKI
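Assay system: HEK293 Y1/CNG channel cell line; Doses: single compound dose of 3.6 µM, 0.4% DMSO; Timing: dye 3 h, compound 60 min room temperature, stimulation 45 min; Technique: Membrane-potential fluorescent dye readout; Measure: % inhibition of NPY effect.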
S1P4 antag: S1P4 receptor antagonists, primary screen, cell-based. inhibition, % at 4.98 µM. S1P4-expressing cells, antagonist mode, reporter read-out. hit rate 0.26% among 220,000. Sphingosine 1-phosphate receptor 4 (Homo sapiens), O95977; in the data active = inhibition above about 29%;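 note: 0% = wells stimulated with agonist and 100% = vehicle wells without agonist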
NPY1 pot ag: NPY-Y1 receptor potentiators or agonists, primary screen, cell-based | Neuropeptide Y receptor type 1 (Homo sapiens), P25929 | activation, % at 3.6 µM | hit rate 0.37% among 220,000 | NPY-Y1 expressing cells, potentiator/agonist activation; in the data active = activation above about 33%, passing the limit was not always enough;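 note: cells stimulated with NPY at EC10 then isoproterenol at EC100; 0% = low agonist plus stimulus and 100% = saturating agonist plus stimulus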
EP2 antag: human EP2 receptor antagonists, primary screen, TR-FRET cAMP, C6 glioma cells; Prostaglandin E2 receptor EP2 subtype (Homo sapiens), P43116; C6 glioma cells expressing human EP2; cells stimulated with saturating PGE2; inhibition, % at 25 µM; hit rate 0.52% among 260,000; AID 1422, 2008;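 active = percent inhibition above 40 after rounding to a whole number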;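 note: rat C6 glioma host cells with rolipram phosphodiesterase inhibitor present; the protocol text gives 20 µM as final concentration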
Target sequence (P43116 whole entry, looked up): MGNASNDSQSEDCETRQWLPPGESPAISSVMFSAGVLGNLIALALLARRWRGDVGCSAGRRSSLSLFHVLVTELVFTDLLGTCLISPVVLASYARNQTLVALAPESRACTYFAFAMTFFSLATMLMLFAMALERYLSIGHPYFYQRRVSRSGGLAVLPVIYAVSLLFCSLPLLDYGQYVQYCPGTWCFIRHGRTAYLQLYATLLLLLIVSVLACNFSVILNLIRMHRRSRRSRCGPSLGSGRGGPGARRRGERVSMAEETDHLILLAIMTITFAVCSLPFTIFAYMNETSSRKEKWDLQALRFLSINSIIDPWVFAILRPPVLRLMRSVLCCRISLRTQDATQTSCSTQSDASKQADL
p97 ATPase inh: inhibitors of human p97 ATPase, primary screen, biochemical; AID 1481, 2009; inhibition, % at 8 µM; recombinant p97 ATPase, Kinase-Glo ATP luminescence, 3 h; Transitional endoplasmic reticulum ATPase (Homo sapiens), P55072; hit rate 0.42% among 220,000; in the data active = inhibition above about 15%;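 note: 0% = DMSO vehicle and 100% = wells lacking enzyme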
S1P4 agonist: S1P4 receptor agonists, primary screen, cell-based; Sphingosine 1-phosphate receptor 4 (Homo sapiens), O95977; S1P4-expressing cell line, agonist reporter assay; activation, % at 4.98 µM; hit rate 0.35% among 220,000; in the data active = activation above about 11%;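 note: 0% = DMSO vehicle and 100% = reference agonist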
EP2 mod: EP2 receptor modulators, cAMP readout, primary screen, cell-based, HTRF cAMP, PGE2 stimulation; Prostaglandin E2 receptor EP2 subtype (Homo sapiens), P43116; EP2-expressing cells, cAMP HTRF FRET, PGE2 co-stimulation; induction, % at 25 µM; hit rate 0.83% among 260,000; AID 940, 2007;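 active = compounds whose cAMP rise, as percent of the full-agonist control response, exceeds 60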;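 note: rat C6 glioma line stably carrying human EP2 under a CMV promoter; the protocol text gives 20 µM as final concentration; 100% = response of wells given 1 µM PGE2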
NPY-Y2 PAM-ag: NPY-Y2 potentiators or agonists, primary screen, cell-based | Neuropeptide Y receptor type 2 (Homo sapiens), P49146 | cells expressing NPY-Y2, potentiator/agonist read-out | activation, % at 3.6 µM | hit rate 0.45% among 220,000 | AID 1359, 2008; in the data active = activation above about 27%;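 note: cells stimulated with NPY near EC25 plus isoproterenol at EC100; 0% = vehicle plus submaximal agonist and 100% = vehicle plus saturating agonist; some results beyond the cut were filed as inactive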
* hit, by the source's call; & = joins results of further samples; [ ] = remark or other dose. This is a subset, so the mix of outcomes need not match the whole.

`O=C(NCc1ccc2c(c1)OCO2)c1cc(-c2ccncc2)nc2ccccc12` gave eIF4E 4G PPI 0, S1P4 antag 8, NPY1 pot ag -12, EP2 antag 5, p97 ATPase inh 2, S1P4 agonist 0.0, EP2 mod -5 and NPY-Y2 PAM-ag -14.
Cc1ccc(C)c(N2C(=O)CS/C2=N\NC(=O)c2ccccc2Cl)c1 was read as eIF4E 4G PPI -6, NPY Y1 blocker 2, S1P4 antag 0, NPY1 pot ag 9, p97 ATPase inh 2, S1P4 agonist -0.7, EP2 mod 23 and NPY-Y2 PAM-ag -2.
`CC(C)NC(=O)C(=O)NCc1ccccn1` gave eIF4E 4G PPI 1, S1P4 antag 0, NPY1 pot ag -5, EP2 antag 7, p97 ATPase inh 6, S1P4 agonist 3.1, EP2 mod 35 and NPY-Y2 PAM-ag -10.
O=C(Cn1c(=O)n2ncnc2c2c3c(sc21)CCCC3)c1ccccc1 was read as eIF4E 4G PPI 3, NPY Y1 blocker -4, S1P4 antag -21, NPY1 pot ag -10, EP2 antag 5, p97 ATPase inh 5, S1P4 agonist 0.1, EP2 mod 11 and NPY-Y2 PAM-ag 1.
Screening CCS(=O)(=O)N1CCN(C(=O)C(c2ccccc2)c2ccccc2)CC1 returned eIF4E 4G PPI 8, NPY Y1 blocker 0, S1P4 antag -8, NPY1 pot ag -19, EP2 antag 4, p97 ATPase inh 0, S1P4 agonist 0.9, EP2 mod 11 and NPY-Y2 PAM-ag 3.
`COC(=O)c1ccsc1NC(=O)CN1CCN(c2ccc(F)cc2)CC1` gave eIF4E 4G PPI 1, NPY Y1 blocker 14, S1P4 antag -7, NPY1 pot ag -16, EP2 antag 8, p97 ATPase inh -1, S1P4 agonist -0.8, EP2 mod 6 and NPY-Y2 PAM-ag -6.
For Cc1nc(OCc2ccccc2)c2ccccc2n1 the results were eIF4E 4G PPI 12, NPY Y1 blocker 9, S1P4 antag -13, NPY1 pot ag 0, EP2 antag 10, p97 ATPase inh -1, S1P4 agonist -0.8, EP2 mod 25 and NPY-Y2 PAM-ag -9.
CCOC(=O)C(c1ccccc1)C(Nc1cc(C(F)(F)F)cc(C(F)(F)F)c1)c1ccccn1 (configuration not stated) was read as eIF4E 4G PPI -4, S1P4 antag 5, NPY1 pot ag -20, EP2 antag 7, p97 ATPase inh 2, S1P4 agonist 1.3, EP2 mod 12 and NPY-Y2 PAM-ag -22.
For O=C(CCc1nc(-c2ccccc2)no1)Nc1cc(C(F)(F)F)ccc1Cl the results were eIF4E 4G PPI -2, NPY Y1 blocker 1, S1P4 antag -23, NPY1 pot ag 1, EP2 antag 1, p97 ATPase inh -4, S1P4 agonist -0.5, EP2 mod 4 and NPY-Y2 PAM-ag -11.
CC(=O)N1CC=C2C(C#N)=C(N)C(C#N)(C#N)[C@H](c3ccoc3)[C@H]2C1 was read as eIF4E 4G PPI -2, NPY Y1 blocker -2, S1P4 antag -12, NPY1 pot ag -28, EP2 antag 4, p97 ATPase inh 2, S1P4 agonist -2.2, EP2 mod 26 and NPY-Y2 PAM-ag 7.
Screening O=C(O)C1CCN(c2nc(-c3ccccc3)nc3c2oc2ccccc23)CC1 returned eIF4E 4G PPI 2[fluorescence artefact?], NPY Y1 blocker -16, S1P4 antag 1, NPY1 pot ag -4, EP2 antag 13, p97 ATPase inh -3, S1P4 agonist 0.3, EP2 mod 33 and NPY-Y2 PAM-ag -8.
O=S(=O)(c1cccc(-c2nnc3n2CCCCC3)c1)N1CCCC1 was read as eIF4E 4G PPI 0, NPY Y1 blocker 2, S1P4 antag -2, NPY1 pot ag 4, EP2 antag 6, p97 ATPase inh 8, S1P4 agonist 0.5, EP2 mod -9 and NPY-Y2 PAM-ag -8.

Overlap with the part before: 3 compounds, then new ones.
CC(=O)N1CC=C2C(C#N)=C(N)C(C#N)(C#N)[C@H](c3ccoc3)[C@H]2C1 was read as eIF4E 4G PPI -2, NPY Y1 blocker -2, S1P4 antag -12, NPY1 pot ag -28, EP2 antag 4, p97 ATPase inh 2, S1P4 agonist -2.2, EP2 mod 26 and NPY-Y2 PAM-ag 7.
Screening O=C(O)C1CCN(c2nc(-c3ccccc3)nc3c2oc2ccccc23)CC1 returned eIF4E 4G PPI 2[fluorescence artefact?], NPY Y1 blocker -16, S1P4 antag 1, NPY1 pot ag -4, EP2 antag 13, p97 ATPase inh -3, S1P4 agonist 0.3, EP2 mod 33 and NPY-Y2 PAM-ag -8.
O=S(=O)(c1cccc(-c2nnc3n2CCCCC3)c1)N1CCCC1 was read as eIF4E 4G PPI 0, NPY Y1 blocker 2, S1P4 antag -2, NPY1 pot ag 4, EP2 antag 6, p97 ATPase inh 8, S1P4 agonist 0.5, EP2 mod -9 and NPY-Y2 PAM-ag -8.
For CCOC(=O)Cn1cnc2sc(C(=O)OC)c(C)c2c1=O the results were eIF4E 4G PPI 5, NPY Y1 blocker -1, S1P4 antag -14, NPY1 pot ag 0, EP2 antag 1, p97 ATPase inh 6, S1P4 agonist -0.4, EP2 mod -33 and NPY-Y2 PAM-ag 0.
Screening CCOC(=O)COn1c(-c2cccc(Cl)c2)nc2ccc([N+](=O)[O-])cc21 returned eIF4E 4G PPI 0, NPY Y1 blocker 1, S1P4 antag -2, NPY1 pot ag 7, EP2 antag 18, p97 ATPase inh 3, S1P4 agonist 1.3, EP2 mod 5 and NPY-Y2 PAM-ag -13.
`O=C(NCc1ccccn1)c1cc(-n2cnnc2)ccc1Cl` gave eIF4E 4G PPI -8, NPY Y1 blocker 3, S1P4 antag 4, NPY1 pot ag -23, EP2 antag 6, p97 ATPase inh -1, S1P4 agonist 0.2, EP2 mod -2 and NPY-Y2 PAM-ag 5.
Screening COc1ccccc1N1CCN(C(=O)c2ccoc2C)CC1 returned eIF4E 4G PPI 7[fluorescence artefact?], NPY Y1 blocker -1, S1P4 antag -9, NPY1 pot ag 7, EP2 antag 13, p97 ATPase inh 2, S1P4 agonist 0.7, EP2 mod 14 and NPY-Y2 PAM-ag 2.
Screening COc1ccc2oc(C)c(C(=O)Cn3ccnc3)c2c1 returned eIF4E 4G PPI -8[fluorescence artefact?], NPY Y1 blocker 1, S1P4 antag -16, NPY1 pot ag -7, EP2 antag 12, p97 ATPase inh 0, S1P4 agonist -1.0, EP2 mod 7 and NPY-Y2 PAM-ag 5.
`Cc1c(CCC(C)C)c(=O)n2c([nH]c3ccccc32)c1C#N` gave eIF4E 4G PPI 2, NPY Y1 blocker 0, S1P4 antag -5, NPY1 pot ag 11, EP2 antag 11, p97 ATPase inh 2, S1P4 agonist -0.4, EP2 mod 1 and NPY-Y2 PAM-ag 4.
O=C(COC(=O)c1ccc2ccccc2c1)Nc1ncc(C(F)(F)F)cc1Cl was read as eIF4E 4G PPI 0, NPY Y1 blocker 10, S1P4 antag -5, NPY1 pot ag -17, EP2 antag 10, p97 ATPase inh 3, S1P4 agonist -4.2, EP2 mod 6 and NPY-Y2 PAM-ag -9.
`O=C(CCCN1CCOCC1)c1ccc2c(c1)OCCO2` gave NPY Y1 blocker 1, S1P4 antag 10, NPY1 pot ag 2, EP2 antag 1, p97 ATPase inh 2, S1P4 agonist 2.2, EP2 mod -2 and NPY-Y2 PAM-ag -31.
For O=S(=O)(c1ccc(Cl)cc1)N1CCN=C1SCc1ccc(Cl)c(Cl)c1 the results were eIF4E 4G PPI 7, NPY Y1 blocker 7, S1P4 antag -5, NPY1 pot ag -8, EP2 antag 9, p97 ATPase inh -2, S1P4 agonist 1.9, EP2 mod 33 and NPY-Y2 PAM-ag 0.
Screening O=C(/C=C/c1cccs1)N1CCN(Cc2ccc3c(c2)OCO3)CC1 returned eIF4E 4G PPI 3[fluorescence artefact?], NPY Y1 blocker 7, S1P4 antag -10, NPY1 pot ag 2, EP2 antag 11, p97 ATPase inh -2, S1P4 agonist 0.7, EP2 mod -78 and NPY-Y2 PAM-ag 8.
For CCOc1ccccc1OCC(=O)Nc1nnc(C)s1 the results were eIF4E 4G PPI -1, NPY Y1 blocker 1, S1P4 antag 8, NPY1 pot ag 18, EP2 antag 7&9, p97 ATPase inh -5, S1P4 agonist 1.7, EP2 mod -9&2 and NPY-Y2 PAM-ag 5.
Screening CSc1cccc(NC(=O)/C=C/c2ccccc2)c1 returned eIF4E 4G PPI 0, NPY Y1 blocker 0, S1P4 antag 8, NPY1 pot ag -22, EP2 antag 7, p97 ATPase inh 2, S1P4 agonist -2.9, EP2 mod -3 and NPY-Y2 PAM-ag -12.
`O=C(NCc1cccnc1)c1ccc(-c2ccccc2[N+](=O)[O-])o1` gave eIF4E 4G PPI 22, NPY Y1 blocker -3, S1P4 antag 4, NPY1 pot ag 4, EP2 antag 6, p97 ATPase inh 4, S1P4 agonist 0.4, EP2 mod -6 and NPY-Y2 PAM-ag 9.
Screening CC(=O)c1ccc(-c2ccccc2OC(F)(F)F)o1 returned eIF4E 4G PPI -5, S1P4 antag 12, NPY1 pot ag 0, EP2 antag 1, p97 ATPase inh 6, S1P4 agonist -1.4, EP2 mod 0 and NPY-Y2 PAM-ag 6.
Screening COc1ccc(CC(=O)O/N=C(\N)c2cccc([N+](=O)[O-])c2)cc1 returned eIF4E 4G PPI 4[fluorescence artefact?], NPY Y1 blocker 5, S1P4 antag 1, NPY1 pot ag -16, EP2 antag 4, p97 ATPase inh 2, S1P4 agonist 1.6, EP2 mod -8 and NPY-Y2 PAM-ag -1.
For CC(C)(C)OC(=O)N/N=C/c1c[nH]c2ccccc12 the results were eIF4E 4G PPI -1, NPY Y1 blocker 3, S1P4 antag -6, NPY1 pot ag -1, EP2 antag 12, p97 ATPase inh -1, S1P4 agonist 1.2, EP2 mod -55 and NPY-Y2 PAM-ag -2.
`O=C(CCCc1nc(-c2ccc(Cl)cc2)no1)Nc1cccnc1` gave eIF4E 4G PPI -5[fluorescence artefact?], NPY Y1 blocker -4, S1P4 antag -7, NPY1 pot ag 16, EP2 antag 18, p97 ATPase inh -1, S1P4 agonist -2.8, EP2 mod -5 and NPY-Y2 PAM-ag 19.
`CN(C)CCCNC1=CC(=O)CC(c2ccccc2)C1` (configuration not stated) gave eIF4E 4G PPI -1, NPY Y1 blocker -3, S1P4 antag 2, NPY1 pot ag 13, EP2 antag 3, p97 ATPase inh 2, S1P4 agonist -0.3, EP2 mod -10 and NPY-Y2 PAM-ag 9.
`COCCCNCCCCOc1ccc(C)cc1[N+](=O)[O-]` gave eIF4E 4G PPI 7, NPY Y1 blocker 4, S1P4 antag -15, NPY1 pot ag -17, EP2 antag 6, p97 ATPase inh -1, S1P4 agonist 0.0, EP2 mod 3 and NPY-Y2 PAM-ag -5.
Screening CC(C)Cc1cc(C(=O)Nc2cccnc2)no1 returned eIF4E 4G PPI 1, NPY Y1 blocker 8, S1P4 antag -12, NPY1 pot ag 5, EP2 antag 7, p97 ATPase inh 0, S1P4 agonist 1.3, EP2 mod -17 and NPY-Y2 PAM-ag -9.
